# Screening results as filed in PubChem BioAssay.
# GSTO1 inh: blocks human GSTO1 in RBBP9 counter-screen; P78417; recombinant GSTO1, activity-based probe fluorescence polarization; inhibition, % at 5.96 µM; 300,000 compounds, 1.1% hits;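 active = inhibition above the campaign mean inhibition plus 3 SD, cut at about 35% in these data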;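 note: 0% = GSTO1-1 with DMSO and 100% = wells lacking GSTO1-1 enzyme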
# Target sequence (P78417 whole entry, looked up): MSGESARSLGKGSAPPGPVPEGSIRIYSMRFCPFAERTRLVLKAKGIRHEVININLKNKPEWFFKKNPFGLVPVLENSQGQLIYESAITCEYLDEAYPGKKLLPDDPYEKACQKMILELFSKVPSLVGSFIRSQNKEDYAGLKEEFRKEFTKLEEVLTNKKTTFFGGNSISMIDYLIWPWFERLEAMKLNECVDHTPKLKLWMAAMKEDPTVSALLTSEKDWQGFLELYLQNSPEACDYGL
# PAFAH1B3 FP inh: blocks human PAF acetylhydrolase 1B catalytic subunit 3 | recombinant PAFAH1B3, FP-rhodamine probe, fluorescence polarization | inhibition, % at 3.39 µM | 340,000 compounds, 0.28% hits;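 active = inhibition above the screen-wide average of all tested compounds plus 3 SD, cut at about 25% in these data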;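 note: 0% = enzyme with DMSO only and 100% = wells lacking PAFAH1B3 protein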
# Target sequence (Q15102 whole entry, looked up): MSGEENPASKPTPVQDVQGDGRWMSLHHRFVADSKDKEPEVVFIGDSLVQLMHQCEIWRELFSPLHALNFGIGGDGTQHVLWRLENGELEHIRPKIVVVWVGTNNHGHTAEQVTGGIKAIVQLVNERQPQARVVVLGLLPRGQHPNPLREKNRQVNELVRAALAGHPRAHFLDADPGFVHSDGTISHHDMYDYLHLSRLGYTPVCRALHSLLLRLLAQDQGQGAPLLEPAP
# PAFAH2 FP inh: PAFAH2 (human) inhibition | recombinant PAFAH2, FP-rhodamine activity probe, fluorescence polarization | inhibition, % at 3.39 µM | 340,000 compounds, 0.99% hits | AID 492956;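 active = inhibition above the mean over all tested compounds plus 3 SD, cut at about 30% in these data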;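 note: inhibitors block probe labeling of enzyme so polarization drops; 0% = enzyme with DMSO and 100% = wells lacking PAFAH2 protein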
# PREPL inhibitor: human PREPL enzyme inhibition. Q4J6C6. recombinant PREPL, fluorescence polarization activity-based probe. inhibition, % at 5.96 µM. 320,000 compounds, 0.68% hits; in the data active = inhibition above about 43%;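 note: 0% = enzyme with DMSO and 100% = wells lacking enzyme; many of its hits are not listed in these tables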
# PAD4 inh: blocks human protein arginine deiminase 4; Q9UM07; recombinant PAD4, RCA probe fluorescence polarization; inhibition, % at 6.36 µM; 330,000 compounds, 0.41% hits;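 active = percent inhibition above a cutoff equal to the mean of all tested compounds plus 3 SD, cut at about 15% in these data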;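 note: 0% = PAD4 with RCA probe and DMSO and 100% = probe without PAD4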
# ZTA counter: ZTA (EBV) inhibition in EBNA-1 counter-screen | P03206 | ZTA-DNA binding, fluorescence polarization | inhibition, % at 11 µM | 320,000 compounds, 0.15% hits; in the data active = inhibition above about 33%
# LYPLA2 counter: LYPLA2 (human) inhibition in PME1 counter-screen; O95372; recombinant LYPLA2, FP-Rh probe fluorescence polarization; inhibition, % at 5.9 µM; 320,000 compounds, 0.38% hits; AID 2177;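 active = inhibition above the screen-wide mean plus 3 SD, limit set per campaign, cut at about 26% in these data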;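 note: 0% = LYPLA2 with DMSO and 100% = wells lacking LYPLA2 enzyme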
# Target sequence (O95372 whole entry, looked up): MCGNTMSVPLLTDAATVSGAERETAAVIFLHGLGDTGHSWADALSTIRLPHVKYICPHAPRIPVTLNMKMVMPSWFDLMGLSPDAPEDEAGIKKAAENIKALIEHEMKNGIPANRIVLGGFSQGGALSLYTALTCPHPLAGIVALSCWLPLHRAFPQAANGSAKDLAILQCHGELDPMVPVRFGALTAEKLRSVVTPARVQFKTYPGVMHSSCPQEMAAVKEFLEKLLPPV
# EBNA-1 inh: blocks EBNA-1 binding to DNA. inhibition, % at 14.8 µM. EBNA-1 DNA binding, fluorescence polarization. 300,000 compounds, 0.34% hits; in the data active = inhibition above about 28%
# LYPLA1 inh: counter-screen for PME1 inhibitors: inhibitors of human LYPLA1; inhibition, % at 5.9 µM; 320,000 compounds, 0.16% hits; O75608; recombinant LYPLA1, FP-Rh probe fluorescence polarization; AID 2174;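 active = inhibition above the mean of all tested compounds plus 3 SD, set per campaign, cut at about 14% in these data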;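 note: inhibitors block serine hydrolase probe labeling of LYPLA1 so polarization falls; 0% = enzyme with DMSO and 100% = wells lacking LYPLA1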
# Target sequence (O75608 whole entry, looked up): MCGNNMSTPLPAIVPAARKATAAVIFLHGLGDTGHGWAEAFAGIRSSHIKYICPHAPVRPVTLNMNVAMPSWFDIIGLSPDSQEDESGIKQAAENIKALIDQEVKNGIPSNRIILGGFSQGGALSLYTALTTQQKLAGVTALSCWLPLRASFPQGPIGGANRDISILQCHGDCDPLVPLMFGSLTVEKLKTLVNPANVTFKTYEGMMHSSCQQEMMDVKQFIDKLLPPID
# An asterisk follows results filed as active; / = no result given.
SMILES,GSTO1 inh,PAFAH1B3 FP inh,PAFAH2 FP inh,PREPL inhibitor,PAD4 inh,ZTA counter,LYPLA2 counter,EBNA-1 inh,LYPLA1 inh
O=C1CCC(C(=O)N2CCN(c3ccccc3Cl)CC2)CN1CC1CCCCC1 (stereo unspecified),3,-1,5,29,-5,-10,0,3,-4
Cc1cc(C)nc(NS(=O)(=O)c2ccc(NS(=O)(=O)c3ccccc3)cc2)n1,0,-2,8,-3,-6,0,5,-4,2
Cc1cccc(NC(=O)c2cc(N3CCOCC3)nc3ccccc23)c1,6,3,-3,0,2,15,6,-2,2
CC(Oc1cc2oc(=O)c3c(c2cc1Cl)CCC3)C(=O)NCCCN1CCCC1=O (stereo unspecified),-3,8,2,16,-4,-10,5,-3,5
CCN(CC)S(=O)(=O)c1ccc(C)c(NC(=O)COC(=O)c2ccc(C)c(S(=O)(=O)N3CCOCC3)c2)c1,-1,4,81*,4,2,25,-1,13,-1
COc1ccc(CN2C(=NC(=O)C3CC3)SC3CS(=O)(=O)CC32)cc1 (stereo unspecified),2,-1,2,6,0,30,6,10,0
CC(C)C(NC(=O)C1CCCCC1)C(=O)Nc1ccccn1 (stereo unspecified),-5,-2,-5,-1,-6,2,-5,1,-1
CCc1ccc(OCC(=O)NC(NC(=S)Nc2ccccc2C)C(Cl)(Cl)Cl)cc1 (stereo unspecified),0,7,-3,-5,-2,-3,0,0,-3
CN(C(=O)c1cccc(NC(=O)C2CCCN(C(=O)OC(C)(C)C)C2)c1)C1CCC1 (stereo unspecified),/,9,-2,10,0,/,/,/,/
Cc1ccc(S(=O)(=O)N2CCN(C(=O)COC(=O)c3c(C)cc(C)cc3C)CC2)c(C)c1,-3,-1,-1,-11,3,18,-5,0,-5
CCOC(=O)N1CCN(C(=O)CN(c2ccccc2OC)S(=O)(=O)c2ccc(C)cc2)CC1,6,7,6,1,0,1,4,22,4
O=C(Oc1ccc2c(c1)OCO2)c1cc2c(s1)CCC2,14,-6,22,21,-7,0,4,-13,-4
Cc1ccc(OCC(=O)NNC(=O)C2CC(=O)N(c3ccc4c(c3)OCCO4)C2)cc1 (stereo unspecified),-5,-5,3,6,1,5,2,3,0
CCCn1c(C2CCCN2c2nc(-c3ccc(OC)cc3)cs2)nc2ccccc21 (stereo unspecified),35,4,4,5,2,2,-2,1,1
CNc1cc(C)nc(-n2nc(C)cc2C)n1,11,8,0,4,-2,12,-4,0,-6
Cc1nc2nc(Cc3ccccc3)[nH]n2c(=O)c1Cc1ccccc1,-16,0,5,14,-2,0,6,11,0
CCCc1cc(-c2n[nH]c(=S)n2CC)c2ccccc2n1,14,-3,9,9,-5,-10,-3,-4,-6
COc1ccc(CN2CCC(=O)N([C@H](CO)CC(C)C)CC2)cc1,6,10,3,8,2,8,-1,7,4
Cc1onc(-c2ccccc2)c1C(=O)NNC(=O)c1ccccc1Br,/,4,3,7,6,-10,-1,/,-3
O=C(CCC1CCCN(C(=O)c2ccncc2)C1)NCc1ccc(F)c(F)c1 (stereo unspecified),-12,3,1,1,-2,-1,-1,-5,0
Cc1nnc2c(N3CCN(CCO)CC3)nc3ccccc3n12,8,9,-3,3,0,-3,1,7,0
C=CCn1c(SCC(=O)c2ccc(O)c(O)c2)nnc1-c1cccc(C)c1,/,9,29,16,0,3,1,/,2
Cc1nn(C(=O)Cn2ccc([N+](=O)[O-])n2)c(C)c1Br,14,1,-3,20,-6,-12,3,1,-5
COC(=O)C(C(=O)N1CCN(C)CC1)C1CCCCCC1 (stereo unspecified),-3,8,-4,15,-10,5,-2,3,5
CC(C)(C)C(=O)OC/C(N)=N/OC(=O)c1ccccc1,5,12,44*,0,-1,-6,-3,0,3
# The listing continues:
SMILES,GSTO1 inh,PAFAH1B3 FP inh,PAFAH2 FP inh,PREPL inhibitor,PAD4 inh,ZTA counter,LYPLA2 counter,EBNA-1 inh,LYPLA1 inh
CCOc1ccccc1NC(=O)Nc1ccc(Br)cc1C,-7,3,-1,6,-4,10,7,4,3
CCn1c(SC)nnc1C1CCCN(CC(=O)Nc2ccccc2N2CCOCC2)C1 (stereo unspecified),9,7,3,8,-13,-4,-7,-15,-4
c1ccc(CCCCN2CCN=C2Nc2ccccc2)cc1,-1,-6,3,33,1,4,-3,-3,1
Cc1ccc2c(c1)cc1c(=O)n(CC(=O)NCCCc3ccccc3)nc(C)n12,2,4,6,7,2,-14,-4,-15,-2
CC1CCCC(NC(=O)COC(=O)COc2ccc(C#N)cc2)C1C (stereo unspecified),/,4,1,11,0,/,/,/,/
CC(C)(C)C(=O)CSc1nc2ccccc2o1,-10,10,6,17,0,-15,-2,-8,2
CCCOC1CCCN(C(=O)c2cc(Cl)c(Cl)cc2C(=O)O)C1 (stereo unspecified),-2,5,0,21,3,-9,4,4,-2
COc1cc(CC(=O)OCC(=O)NC(C)c2ccccc2)cc(OC)c1OC (stereo unspecified),/,3,-5,7,0,/,/,/,/
CCCn1c(SCC(=O)NC(C)(C)C)nnc1C(C)C,2,10,6,-2,0,13,3,-3,-2
Cc1ccc(NC(=O)COc2coc(CN3CCc4ccccc4C3)cc2=O)cc1Cl,3,3,-5,3,1,1,-4,1,0
Cc1ccc(S(=O)(=O)N2CCN(Cc3nc4sc5c(c4c(=O)[nH]3)CCCC5)CC2)cc1,1,3,5,4,-2,-3,-9,0,-1
COc1ccccc1C(=O)NCC(=O)N/N=C(\C)Cc1ccccc1,4,4,-2,-3,0,-6,-4,6,-3
COC(CNC(=O)c1ccc(CS(=O)(=O)c2c(Cl)cccc2Cl)o1)OC,-6,10,0,4,-1,1,3,-11,2
CN(CCN1CCOCC1)Cc1nc(-c2cccs2)no1,-2,4,6,2,2,7,5,-16,1
Cc1ccc2nc(SCC(=O)Nc3ccc(F)c([N+](=O)[O-])c3)[nH]c2c1,3,-4,-9,3,-4,-16,-3,0,-4
CC1CCC(NC(=O)CC2Oc3ccccc3NC2=O)CC1 (stereo unspecified),1,4,11,15,2,-6,2,2,0
COc1cccc2c3c(c(=O)[nH]c12)CCC(C)(C)O3,4,-2,-2,1,-4,18,-14,8,-1
CCOC(=O)NC(C(F)(F)F)(C(F)(F)F)P(=O)(c1ccccc1)c1ccccc1,2,4,3,-1,-3,-6,1,2,-3
Cc1ccc(SCc2nc(-c3ccccc3)no2)cc1,11,1,-5,0,-2,-4,1,-5,-2
CCC/C(=N\NC(=O)C1CC1)c1ccccc1,-6,/,/,-7,1,5,-2,-3,2
O=c1[nH]c2cc3ccccc3cc2nc1C(F)(F)F,-5,2,6,-13,-1,-9,1,2,-3
CCN(c1ccc(C)cc1C)S(=O)(=O)c1nnc(NC(=O)C(C)(C)C)s1,-12,7,10,-2,4,0,-3,18,-2
CCN1C(=O)N[C@@H](c2cccc(F)c2)C(C(=O)OC)=C1C,-2,-1,6,2,0,1,-1,-8,-2
CCn1c(SCC(=O)N2CCOCC2)nc(O)cc1=O,2,9,5,6,3,7,5,-19,1
Cc1cc(C)c(C(=O)COC(=O)CCn2c(C)csc2=O)cc1C,-13,-3,-1,12,1,-5,3,6,1
# Additional results follow:
SMILES,GSTO1 inh,PAFAH1B3 FP inh,PAFAH2 FP inh,PREPL inhibitor,PAD4 inh,ZTA counter,LYPLA2 counter,EBNA-1 inh,LYPLA1 inh
COc1ccc(CCNc2cc(C)nc3c(-c4ccc(Cl)cc4)cnn23)cc1OC,5,7,-2,19,3,1,4,13,-4
CN1C(=O)c2cccc3c(S(=O)(=O)NCc4ccco4)ccc1c23,1,10,2,1,0,-17,11,5,7
COc1ccc(/C=C(\NC(=O)c2ccc([N+](=O)[O-])cc2)C(=O)NCCN2CCOCC2)cc1,2,2,-10,10,-6,-14,-3,-19,-2
Cn1c(NC(=O)c2ccccc2)c(-c2ccccn2)c(=O)c2ccccc21,-1,2,12,4,1,7,1,-2,2
CCOC(=O)C1CCN(C(=O)COC(=O)c2ccccc2C(=O)c2ccc(Cl)cc2)CC1,1,3,2,1,1,-6,-1,3,1
CCCN(CC(=O)Nc1ccccc1OC)C(=O)c1ccc2c(c1)NC(=O)C(C)S2 (stereo unspecified),/,10,5,-6,-1,15,4,/,0
Cc1onc(-c2c(Cl)cccc2Cl)c1C(=O)Nc1nccs1,3,-5,-7,1,1,11,-4,-11,-4
COc1ccc(C2CC(C)=C(C#N)S(=O)(=O)C2C#N)cc1 (stereo unspecified),-12,-3,9,-3,-5,2,-1,-2,1
COc1cc2c(cc1OC)CN(c1nc(CN3CCOCC3)nc3sc4c(c13)CCC(C)C4)CC2 (stereo unspecified),-2,4,14,22,-6,13,6,3,2
COc1ccc(C(C)=O)cc1Cn1c(=O)cc(C)[nH]c1=O,-2,7,4,-2,-1,25,-2,0,-3
CCC1(c2ccccc2)NC(=O)N(CC(=O)Nc2nnc(C3CC3)s2)C1=O (stereo unspecified),-3,1,2,-2,2,-1,2,3,2
N#CCC(=O)N/N=C/c1cccc(Oc2ccccc2)c1,-10,14,8,-12,-4,13,-3,2,-2
O=C(NNC(=O)C(O)c1ccccc1)NC1CCCCC1 (stereo unspecified),1,-6,4,3,1,1,-1,-7,-2
COc1cc(C#N)c(NC(=O)CN2CCC(C(N)=O)CC2)cc1OC,7,6,4,8,-2,6,-1,1,2
Cc1ccc(NC(=O)CCC(=O)N/N=C/c2ccco2)c(C)c1,3,2,1,11,-1,-5,-2,4,0
COc1ccc(CN2CCNC(=O)C2CC(=O)NCc2cn[nH]c2-c2ccccc2)c(F)c1 (stereo unspecified),5,3,-6,-1,-4,9,0,11,1
CC(C)(C)c1nn(-c2ccccc2)c2[nH]c(=O)c(CNc3ccc4c(c3)OCCO4)cc12,28,11,9,15,3,-4,5,4,1
Cc1ccc(S(=O)(=O)N2CCCC2)cc1C(=O)N1CCN(Cc2ccccc2)CC1,4,-8,7,11,0,-1,7,-1,1
CC(NC(=O)C1CCN(C(=O)Nc2ccccc2)CC1)c1ccccc1Cl (stereo unspecified),/,13,-1,-8,3,6,7,/,-1
COc1ccccc1N(CC(O)COc1ccccc1C)S(=O)(=O)c1ccccc1 (stereo unspecified),-3,4,0,-18,-2,13,3,2,-1
COC(=O)CSc1nnc(-c2ccc(S(=O)(=O)N3CCCC3)cc2)o1,4,3,-4,-3,-5,4,2,-4,-1
COc1ccccc1NCCC(=O)OCC(=O)Nc1cccc(S(=O)(=O)N(C)C)c1,/,-5,-3,6,0,-8,0,/,-3
CC1CN(C(=O)COC(=O)[C@@H](NC(=O)c2ccccc2Cl)C(C)C)CC(C)O1 (stereo partly specified),/,8,3,6,-2,/,/,/,/
O=C(NCc1ccccc1C(F)(F)F)c1cccc2c1C(=O)c1ccc(N3CCCCC3)cc1S2(=O)=O,/,9,-5,3,-2,/,/,/,/
CN(CCCNC(=O)c1ccc(CS(=O)c2ccc(Br)cc2)o1)Cc1ccccc1 (stereo unspecified),4,2,5,-47,3,1,2,-1,0
C=CCn1c(SCC(=O)c2c(N)n(C3CC3)c(=O)[nH]c2=O)nnc1-c1ccoc1C,/,1,8,-1,3,9,-1,/,0
CCn1c(Cn2nnc(-c3ccccc3)n2)nnc1SCc1ccc(Cl)c(Cl)c1,-2,3,5,-24,1,-8,7,-14,-5

# Only part of the results is shown; rates above refer to the full screens.
